High-throughput results deposited in PubChem by several laboratories.
UBC9 SUMO inh – SUMOylation inhibition; HTRF SUMOylation assay, SAE1/SAE2 + UBC9, in vitro; AID 2006; P63279; hit rate 0.36% among 290,000; inhibition, % at 35 µM; in the data active = inhibition above about 50%, passing the limit was not always enough; note: strong numbers were not always called active
IMP-1 inhibitor – inhibitors of Pseudomonas aeruginosa IMP-1 metallo-beta-lactamase | purified IMP-1, nitrocefin hydrolysis, epi-absorbance fluorescence | inhibition, % at 5.6 µM | hit rate 0.45% among 290,000;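 active = inhibition above the mean plus 3 SD of all compounds in the same screening run, cut at about 4.5% in these data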;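 note: 0% = IMP-1 with DMSO and 100% = DMSO wells lacking enzyme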
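System: purified recombinant IMP-1 beta-lactamase. Medium: Zinc- and detergent-supplemented HEPES buffer, pH 7.1. Compound: one 5.6 µM dose […]. Schedule: 15 min preincubation plus 25 min reaction at 25 °C. Technique: Epi-absorbance fluorescence, 480 nm excitation, 530 nm emission.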
IDE cell activ – activators of human insulin-degrading enzyme in cells. HEK cells, FAbeta-B cleavage, fluorescence polarization; 0% vehicle, 100% cell-free pure enzyme wells. activation, % at 5.96 µM. hit rate 0.073% among 340,000;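 active = activation above the mean of all tested compounds plus 3 SD, set per screening campaign, cut at about 17% in these data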
Target sequence (P14735 whole entry, looked up): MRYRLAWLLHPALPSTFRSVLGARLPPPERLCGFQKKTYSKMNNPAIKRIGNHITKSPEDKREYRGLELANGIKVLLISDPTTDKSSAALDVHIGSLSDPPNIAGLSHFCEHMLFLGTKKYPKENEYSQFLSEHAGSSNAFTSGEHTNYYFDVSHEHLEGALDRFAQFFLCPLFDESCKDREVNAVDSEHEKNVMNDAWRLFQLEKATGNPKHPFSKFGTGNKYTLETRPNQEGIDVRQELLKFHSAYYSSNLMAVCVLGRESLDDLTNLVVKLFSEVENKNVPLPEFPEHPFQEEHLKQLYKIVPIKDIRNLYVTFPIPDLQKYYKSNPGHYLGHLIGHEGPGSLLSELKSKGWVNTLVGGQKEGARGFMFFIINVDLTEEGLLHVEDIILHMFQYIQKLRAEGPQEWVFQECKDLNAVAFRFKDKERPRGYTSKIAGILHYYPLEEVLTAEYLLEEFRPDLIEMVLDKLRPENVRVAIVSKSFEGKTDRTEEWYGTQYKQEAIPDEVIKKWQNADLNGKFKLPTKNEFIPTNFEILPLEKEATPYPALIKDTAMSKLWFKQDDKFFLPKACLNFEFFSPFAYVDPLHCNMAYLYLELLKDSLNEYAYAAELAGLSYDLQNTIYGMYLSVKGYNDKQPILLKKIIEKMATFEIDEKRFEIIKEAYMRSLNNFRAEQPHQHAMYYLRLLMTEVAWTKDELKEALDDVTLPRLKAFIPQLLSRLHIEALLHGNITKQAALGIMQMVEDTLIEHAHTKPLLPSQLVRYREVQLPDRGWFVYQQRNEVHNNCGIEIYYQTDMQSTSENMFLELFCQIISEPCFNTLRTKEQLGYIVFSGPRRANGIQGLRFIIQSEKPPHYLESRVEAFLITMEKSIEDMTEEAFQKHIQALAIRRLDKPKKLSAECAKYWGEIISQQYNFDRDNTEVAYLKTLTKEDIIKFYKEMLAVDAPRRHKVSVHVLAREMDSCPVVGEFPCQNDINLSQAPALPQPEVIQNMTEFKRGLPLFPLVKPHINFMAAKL
HCV NS3 hel inh – HCV NS3 helicase inhibition. AID 1800. inhibition, % at 10.9 µM. NS3 helicase DNA unwinding, Cy5 molecular beacon fluorescence. hit rate 0.56% among 290,000;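 active = inhibition above the mean of all tested compounds plus 3 SD, set per campaign, cut at about 35% in these data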;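 note: 0% = DMSO wells and 100% = thioflavine S control wells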
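assay system = NS3 helicase fragment of HCV | buffer or medium = MOPS pH 6.5, MgCl2, DTT, Tween20, BSA | timing = 60 min unwinding reaction at 25 °C after ATP addition | signal = Cy5 beacon fluorescence read at start and 1 h | read-out basis = % inhibition of unwinding | control set = low DMSO, high thioflavine S at 110 µM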
VIM-2 inhibitor – blocks Pseudomonas aeruginosa VIM-2 metallo-beta-lactamase | purified VIM-2, nitrocefin hydrolysis, epi-absorbance fluorescence | AID 1527 | hit rate 0.89% among 290,000 | inhibition, % at 5.6 µM;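 active = inhibition above the mean of all tested compounds plus 3 SD, cutoff set per screening run, cut at about 7.5% in these data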;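 note: red hydrolysis product quenches plate fluorescence so inhibitors raise well fluorescence; 0% = enzyme with DMSO and 100% = DMSO without enzyme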
GalR3 antag – human GalR3 antagonism; hit rate 0.44% among 360,000; O60755; HEK293 GalR3-CNG cAMP membrane potential fluorescence; galR3 body fused to GalR1 C-terminus; inhibition, % at 3 µM;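 active = inhibition above the screen-wide average plus 3 SD, cut at about 13% in these data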;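 note: forskolin and galanin both at EC90 stimulate the cells; cAMP rise reported by CNG channel membrane potential dye signal; 0% = forskolin plus galanin with DMSO and 100% = forskolin alone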
CRFR2-BP antag – CRF-BP/CRF-R2 complex antagonism; HEK293 CRF-R2/CRF-BP, CRF-induced calcium fluorescence; inhibition, % at 11.8 µM; hit rate 0.59% among 350,000; AID 588475;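 active = inhibition of the ligand-induced calcium signal above about 50% at the single tested concentration, limit read from the data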
pCIP destab – p/CIP protein destabilization; Q05BA5; F442A p/CIP-EGFP cells, EGFP fluorescence, 16 h; decrease of EGFP signal, % at 10 µM; hit rate 0.01% among 290,000; AID 1984;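 active = EGFP signal decrease of at least 30% at 10 µM or well 3 SD below plate mean, unless failing retest; inactive = the rest, including hits failing retest or dose response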; note: some compounds called inactive have numbers as strong as hits; many of its hits are not listed in these tables
IDE inh – inhibits human insulin-degrading enzyme in HEK cells. hit rate 0.41% among 320,000. FAbetaB cleavage, fluorescence polarization. inhibition, % at 5.59 µM;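 active = percent inhibition above the average of all tested compounds plus 3 SD, set per screening campaign, cut at about 16% in these data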;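 note: IDE supplied by intact live HEK cells; FP after avidin binding of uncleaved biotin substrate so inhibition keeps polarization high; 0% = DMSO wells and 100% = 60 µM reference IDE inhibitor Ii1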
* = called active by the depositor; x = not tested or not shown.

nr	Structure	UBC9 SUMO inh	IMP-1 inhibitor	IDE cell activ	HCV NS3 hel inh	VIM-2 inhibitor	GalR3 antag	CRFR2-BP antag	pCIP destab	IDE inh
1	CCc1ccc(C(=O)NNC(=O)CN2C(=O)NC(CC)(c3ccccc3)C2=O)cc1 (centres undefined)	x	x	-3.4	x	x	-3.5	-10.4	x	0.2
2	CCOc1ccc(CCNC(=O)c2ccc(=O)[nH]c2)cc1OCC	10.6	-2.5	-1.7	15.1	26.7*	-5.7	-8.6	-2.7	-1.2
3	COc1cc(NC(=O)c2cccnc2)c(OC)cc1NC(=O)c1ccc(Br)cc1	9.5	0.1	-2.5	-8.0	-0.1	x	-8.5	-29.6	1.6
4	CCOC(=O)c1ccc2[nH]c(C)c(C)c2c1	x	-2.4	1.9	-1.0	0.3	-3.4	14.3	x	2.1
5	Cc1nn2c(-c3cccc(NC(=O)c4ccco4)c3)nnc2c2ccccc12	17.7	3.3	1.3	-5.2	9.8*	1.6	0.1	-7.5	6.0
6	CC(C)S(=O)(=O)c1csc(C(=O)NN)c1-n1cccc1	-7.6	-2.7	2.3	7.4	-3.7	-1.2	13.3	5.9	4.6
7	NS(=O)(=O)c1cccc(NC(=O)C(Cc2ccccc2)NC(=O)c2ccccc2)c1 (centres undefined)	-2.4	-3.0	-2.9	0.4	-2.2	-1.1	1.8	-15.9	6.1
8	CC[N+](C)(C)CC/C=C1/c2ccccc2Sc2ccc(Cl)cc21	6.1	-2.6	x	-45.4	-0.6	-3.0	-2.8	3.2	-1.6
9	COc1ccccc1NC(=O)N1CCCC1C(=O)NC12CC3CC(CC(C3)C1)C2 (centres undefined)	-0.4	-3.4	5.0	5.2	-0.9	2.1	-2.6	-10.5	7.0
10	O=C1c2ccccc2C(=O)N1CSc1ncccn1	-7.7	-3.4	2.1	-5.4	-3.8	-0.8	-8.7	-4.9	6.6
11	O=C(CN1C(=O)c2ccccc2S1(=O)=O)NCc1ccc2c(c1)OCO2	18.7	2.4	0.7	-0.5	-4.3	-5.0	-17.6	-17.4	-0.6
12	c1ccc(-c2nc(NCc3ccco3)c3ccccc3n2)cc1	-20.7	-2.5	5.3	-14.5	-0.8	-6.5	-45.6	3.1	5.1
13	CCOc1cc(C(=S)N2CCOCC2)ccc1OS(=O)(=O)c1ccc(Br)cc1	3.1	-3.4	1.8	-9.2	-0.7	-8.9	3.9	-10.3	-3.4
14	CCOc1cc(/C=N/NC(=O)C2CC2)ccc1OC(C)C	-10.0	2.3	6.9	2.2	0.4	0.5	7.4	-0.1	x
15	CCOC(=O)C1=C(N)OC2=C(C(=O)CCC2)C1c1ccc(C)s1 (centres undefined)	5.5	0.6	0.4	0.3	1.4	-1.8	6.2	-4.0	-2.0
16	CCN1C(=O)C2(C(C#N)=C(N)Oc3n[nH]c(-c4ccc(Cl)cc4)c32)c2ccccc21 (centres undefined)	21.4	-2.4	-2.4	-13.4	-5.2	-3.2	-30.3	-2.4	0.9
17	NS(=O)(=O)c1ccc(NC(=O)CN2CCc3ccccc32)cc1	-7.6	-0.8	-2.5	-6.9	-1.7	-4.8	0.8	8.1	2.6
18	Cc1c(C(=O)OCC(=O)N2CCN(c3ccccc3)CC2)oc2ccccc12	x	x	-6.0	x	x	-1.6	1.6	x	4.1
19	Cc1ccc(/C=N/NC(=O)CSCc2ccc(Cl)cc2)cc1	-31.2	-4.1	-1.4	-1.6	-3.6	-4.5	-33.2	-3.4	-1.3
20	c1ccc(OCCN2CCN(C(c3ccccc3)c3ccccc3)CC2)cc1	-19.0	-0.1	5.6	-52.1	-0.8	-6.5	-5.6	-8.4	-8.4
21	O=C(CSC1CN(C(c2ccccc2)c2ccccc2)C1)N/N=C/c1ccccc1	-9.5	-2.7	7.3	-17.1	-3.7	-4.3	11.5	-3.9	7.8
22	CC1CCCN(c2ccc(C(=O)NCc3ccccc3)cn2)C1 (centres undefined)	14.9	-1.4	8.3	-8.2	-5.1	-5.9	1.3	12.1	-0.4
23	COc1ccc(CNC(=O)CNC(C)c2ccc(F)cc2)cc1 (centres undefined)	-1.1	-2.9	-1.5	-2.0	-3.4	-4.8	5.7	1.9	2.7
24	COc1cccc(OC)c1OCCCCCc1c(C)n[nH]c1C	15.5	-1.8	1.4	-9.7	-6.0	1.2	-2.6	-11.0	2.4
25	CC1=Nc2ccccc2/C1=C\c1sc(Nc2ccc(C)cc2)nc1O	-1.3	-1.5	-3.2	1.2	-2.0	-1.3	-14.0	3.5	3.6

Part of the list above, with values under each structure:
Second line of a record: UBC9 SUMO inh	IMP-1 inhibitor	IDE cell activ	HCV NS3 hel inh	VIM-2 inhibitor	GalR3 antag	CRFR2-BP antag	pCIP destab	IDE inh
#12 c1ccc(-c2nc(NCc3ccco3)c3ccccc3n2)cc1
→ -20.7	-2.5	5.3	-14.5	-0.8	-6.5	-45.6	3.1	5.1
#13 CCOc1cc(C(=S)N2CCOCC2)ccc1OS(=O)(=O)c1ccc(Br)cc1
→ 3.1	-3.4	1.8	-9.2	-0.7	-8.9	3.9	-10.3	-3.4
#14 CCOc1cc(/C=N/NC(=O)C2CC2)ccc1OC(C)C
→ -10.0	2.3	6.9	2.2	0.4	0.5	7.4	-0.1	x
#15 CCOC(=O)C1=C(N)OC2=C(C(=O)CCC2)C1c1ccc(C)s1 (centres undefined)
→ 5.5	0.6	0.4	0.3	1.4	-1.8	6.2	-4.0	-2.0
#16 CCN1C(=O)C2(C(C#N)=C(N)Oc3n[nH]c(-c4ccc(Cl)cc4)c32)c2ccccc21 (centres undefined)
→ 21.4	-2.4	-2.4	-13.4	-5.2	-3.2	-30.3	-2.4	0.9
#17 NS(=O)(=O)c1ccc(NC(=O)CN2CCc3ccccc32)cc1
→ -7.6	-0.8	-2.5	-6.9	-1.7	-4.8	0.8	8.1	2.6

(listing goes on)
nr	Structure	UBC9 SUMO inh	IMP-1 inhibitor	IDE cell activ	HCV NS3 hel inh	VIM-2 inhibitor	GalR3 antag	CRFR2-BP antag	pCIP destab	IDE inh
26	O=C(c1cccc(Cl)c1)N1CCN(c2ccc(N3CCOCC3)nn2)CC1	x	x	-1.0	x	x	-2.3	12.2	x	7.5
27	CC(C)(CNC(=O)c1ccc(NS(=O)(=O)c2ccc(Br)cc2)cc1)N1CCOCC1	x	x	-2.8	x	x	0.1	1.3	x	-4.8
28	O=C(O)C1CCCCN1S(=O)(=O)c1ccc2ccccc2c1 (centres undefined)	6.1	-3.4	2.0	3.3	-1.3	0.0	1.3	6.0	-0.2
29	CCN(Cc1ccncc1)C(=O)c1ccc(C)o1	12.8	-0.8	0.1	-1.2	-2.9	2.5	3.1	-23.3	-1.5
30	Cc1ccc2occ(C3N[C@H](C(=O)O)CS3)c(=O)c2c1 (some centres undefined)	20.9	1.3	2.2	10.3	-1.1	-5.3	15.7	-1.7	0.7
31	Cc1ccc([N+](=O)[O-])cc1S(=O)(=O)Nc1ccc(-c2ccc(N3CCOCC3)nn2)cc1	x	x	5.3	x	x	-2.0	-2.7	x	-2.9
32	O=C(NCC(c1ccco1)N1CCCCC1)c1cc2c(s1)CCCC2 (centres undefined)	x	x	-6.6	x	x	-3.7	0.2	x	-1.6
33	CCc1nc(SCC(=O)c2ccc3c(c2)OCCO3)c2ccccc2n1	-9.2	-1.5	-3.6	-89.3	1.5	-3.7	12.7	-6.3	-1.2
34	COc1cc2c(c(OC)c1OC)-c1ccc(OC)c(=O)cc1C(NC(C)=O)CC2 (centres undefined)	0.1	-1.8	3.2	-5.7	0.0	-4.4	3.4	-5.2	2.9
35	CCNS(=O)(=O)c1ccc(OC)c(C)c1	7.1	-2.9	5.8	-7.7	0.4	-1.9	-3.8	-8.5	-0.8
36	CC1CCN(c2ccccc2NC(=S)NC(=O)c2cccs2)CC1	-4.9	-4.5	4.3	2.0	-2.3	-4.6	5.2	-3.3	4.8
37	Cc1cc(C)cc(NC(=O)N2CCN(Cc3ccc4c(c3)OCO4)CC2)c1	11.5	-1.0	0.2	-15.8	0.5	-1.9	11.9	-4.0	2.2
38	COc1ccc(N2CC(C(=O)N3CCN(c4ccccc4OC)CC3)CC2=O)cc1 (centres undefined)	7.7	-2.1	-0.3	-0.9	-4.4	-9.8	-5.5	2.0	0.7
39	CCOC(=O)CN1CC23C=CC(O2)C(C(=O)Nc2cc(OC)ccc2OC)C3C1=O (centres undefined)	10.4	-3.0	1.4	-4.9	-0.4	-0.6	1.3	-6.1	4.7
40	CCN1C(=O)C(C(=O)Nc2ccc(OC)cc2)C2CC1(C)Oc1ccccc12 (centres undefined)	-0.2	3.3	1.0	-5.2	-2.1	-0.8	6.3	-13.4	-0.9
41	Cc1ccc(CNC(=O)c2cccc(OCc3c(C)noc3C)c2)cc1	5.1	-1.1	3.6	-12.2	1.2	-5.0	39.5	-7.6	-2.4
42	O=C(COC(=O)Cc1ccccc1F)NCc1ccc(Cl)cc1	x	x	-4.0	x	x	-4.8	10.2	x	0.0
43	COc1ccc(CNC(=O)c2cccc(C)c2[N+](=O)[O-])cc1	-5.4	-2.1	-6.5	-1.8	-3.2	-2.0	15.6	-8.8	-1.3
44	O=S1(=O)N=C(N(CCO)/N=C/c2ccccc2)c2ccccc21	10.0	-1.5	0.7	-0.6	1.1	-4.2	-4.3	-16.4	x
45	O=c1ccn(Cc2ccccc2)c(=O)n1Cc1ccccc1	10.7	-3.2	0.9	-1.3	-2.6	-4.5	-3.1	-5.4	0.2
46	COc1ccc(Br)cc1CN(C)CC(=O)Nc1cc(Cl)ccc1Cl	4.9	-2.9	2.7	18.8	-0.7	-2.4	-30.0	-17.7	-0.2
47	Cc1ccc(N2CC(C(=O)NCc3ccco3)CC2=O)cc1Cl (centres undefined)	9.7	-3.1	-2.2	7.0	-2.7	-4.6	-11.0	-2.1	2.9
48	CC1CN(S(=O)(=O)c2cccc(C(=O)Nc3cc(Cl)ccc3N3CCOCC3)c2)CC(C)O1 (centres undefined)	x	x	4.3	x	x	-6.6	8.0	x	-2.8
49	O=C(NCc1ccccc1Cl)C(=O)NCC1OCCN1S(=O)(=O)c1cccs1 (centres undefined)	6.5	-3.2	3.1	11.1	-1.0	-1.9	-4.4	-9.8	9.0
50	C=CCn1c(=NC(=O)C2CC2)sc2cc(NC(C)=O)ccc21	28.4	-7.4	-3.3	-4.8	1.6	-0.1	11.7	-14.7	-2.0
51	NC(=O)c1ccccc1NC(=O)CCn1c(=S)oc2ccccc21	8.4	-2.5	2.9	-1.8	0.5	-8.5	14.4	7.6	-1.6
52	CS(=O)(=O)c1nc(-c2ccc(F)cc2)cc(C(F)(F)F)n1	14.3	-2.7	0.1	2.7	-1.9	25.7*	-66.9	-3.5	x
53	COc1ccc(/C=N/n2c(=O)[nH]c3c([nH]c4ccc(Br)cc43)c2=O)cc1CN1CCOCC1	6.6	-1.7	7.3	2.7	3.2	-5.1	19.9	-3.0	1.3
54	COc1ccc(C2C(C(=O)N3CCCC3)CC(=O)N2c2ccc(OC)cc2)cc1 (centres undefined)	-13.2	-2.4	1.9	2.9	-4.2	-6.9	13.6	-0.2	-5.7
55	O=C(OCC(=O)c1c[nH]c2ccccc12)C1=COCCO1	-0.3	-3.3	1.6	4.0	1.7	-0.4	-2.5	0.4	1.5
